Assay outcomes (PubChem)
mcGAS RapidFire: mouse cGAS inhibition by mass spec | Q8C6L5 | recombinant mouse cGAS, cGAMP by RapidFire MS | 0.18% of 130,000 active | inhibition, % at 12.5 µM;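 active = inhibition of cGAS enzyme activity at or above 60%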;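 also: enzyme stimulated by 45 bp dsDNA with ATP and GTP substrates; cGAMP share of summed cGAMP plus half ATP and half GTP signals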
Target sequence (Q8C6L5 whole entry, looked up): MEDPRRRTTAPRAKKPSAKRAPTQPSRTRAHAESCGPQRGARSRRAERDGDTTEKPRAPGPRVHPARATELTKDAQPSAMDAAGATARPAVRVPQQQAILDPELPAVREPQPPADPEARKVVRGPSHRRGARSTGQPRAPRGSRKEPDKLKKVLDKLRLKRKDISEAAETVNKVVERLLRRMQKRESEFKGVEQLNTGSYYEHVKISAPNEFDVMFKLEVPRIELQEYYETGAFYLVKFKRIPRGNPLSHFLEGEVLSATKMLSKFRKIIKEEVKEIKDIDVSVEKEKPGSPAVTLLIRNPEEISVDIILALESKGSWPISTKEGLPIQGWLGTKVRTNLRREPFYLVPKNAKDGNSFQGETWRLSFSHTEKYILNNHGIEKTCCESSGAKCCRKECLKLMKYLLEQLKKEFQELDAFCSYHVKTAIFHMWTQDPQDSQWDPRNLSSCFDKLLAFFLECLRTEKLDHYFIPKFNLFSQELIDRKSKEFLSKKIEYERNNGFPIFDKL
The depositor's hits bear a star; & = joins results of further samples.

molecule,mcGAS RapidFire
COCc1nc(NCc2scnc2-c2ccccc2)c2cnn(C)c2n1,-3
CC(C)CN1C(=O)c2ccccc2NC12CCN(C(=O)c1ccc(Cl)s1)CC2,-5
Cn1c(=O)[nH]c(=O)c2c1n1c(-c3c(F)cccc3Cl)nnc1n2C,5
CCC(=O)N1CC(C(=O)N2CCN(C)CC2)C(c2cccc(C(F)(F)F)c2)C1 (centres undefined),-1
Cc1nc2c(C)cccn2c(=O)c1NC(=O)c1ccccc1[N+](=O)[O-],-4
O=C(c1c(O)[nH]c(=O)[nH]c1=O)C(Oc1ccccc1)c1ccccc1 (centres undefined),-18
CCSC1CCC(NC(=O)N(C)C(C)c2ccncc2)C1 (centres undefined),-4
COCCN(Cc1cccs1)C(=O)C(=O)Nc1ccc(C)cc1,-14
Cn1c(=O)[nH]c(=O)c2c1nc(N1CCC(C(N)=O)CC1)n2CCCSc1nc2ccccc2s1,2
O=C1CC(N2CCN(CCOc3ccccc3)CC2)C(=O)N1c1ccc(Br)cc1 (centres undefined),12
COc1ccc(-n2c(=O)c3c4c(sc3n3c(SC)nnc23)CCCC4)cc1,-29
NS(=O)(=O)c1cc(C(=O)OCC(=O)N2CCCCC2)c(Cl)cc1Cl,-7
CCc1ncc(C(=O)N(Cc2ccccn2)CC2CCCO2)cn1 (centres undefined),-21
Cc1cccn2c(CNC(C)CO)cnc12 (centres undefined),-18
O=C(O)c1ccccc1C1CCN(C(=O)c2ccccc2-n2cncn2)C1 (centres undefined),12
O=C(c1ccc(F)cc1)N1CCCC(N2CCN(c3ccccc3)CC2)C1 (centres undefined),-13
CC(=O)Nc1cccc(C(=O)Nc2ccc(Br)cc2Cl)c1,-11
CC(=O)c1c(C)[nH]c(C(=O)OCc2cc(-c3ccco3)on2)c1C,-7
Cc1nc(C2CCOC(C)(C)C2)cs1 (centres undefined),-3
CCC(=O)C1=C(c2ccc(C)cc2)N(C(=O)CC)n2c(nnc2-c2ccccc2)S1,-7
CN(Cc1ccc2c(c1)OCCO2)S(=O)(=O)c1ccc(Cl)c(C(F)(F)F)c1,-2
O=C(CC1C(=O)OCC2CCCCN21)Nc1cccc(Cl)c1 (centres undefined),-2
COC(=O)NC1(C(F)(F)F)NC(=O)N(C2CCCCC2)C1=O (centres undefined),-5
CS(=O)(=O)Nc1ccc(O)cc1,-49
COC(=O)c1cc(NC(=O)Cc2cccs2)cc(C(=O)OC)c1,-5
O=C(NC1CC1)C1CCN(C2CCN(Cc3cccc(-n4cccn4)c3)CC2)CC1,-22
CCOC(=O)c1c(NC(=O)CN2CC3CCCC32)sc(C(=O)NC)c1C (centres undefined),-2
CC(C)(C)S(=O)(=O)CCNC(=O)N1CCc2ccc(Cl)cc21,-17
O=c1[nH]cnc2ccsc12,-6
Cc1ccc(C(=O)c2cnc3cc4c(cc3c2N2CCN(C)CC2)OCO4)cc1C,-9
CC(CCc1ccc(O)cc1)NCCc1ccc(O)c(O)c1 (centres undefined),-5
CC(=O)NCCCN(C)c1c(Cl)cccc1C#N,1
CCOC(=O)c1c(-c2ccc(C)o2)csc1NC(=O)CN1CC(C)OC(C)C1 (centres undefined),-2
CCC(CO)NCCNC(CC)CO (centres undefined),-17
CC(=O)c1cccc2c1OC(F)(F)C(=O)N2Cc1ccccc1Cl,55
COC(=O)c1ccc(CN(Cc2ccc(OC)c(OC)c2)Cc2ccco2)o1,-3
CCOC(=O)c1cc2cccnc2nc1Cl,-3
CCN1CCN(CCNc2nc3ccc(C)cc3c(=O)n2C)CC1,-4
CN(C)CC1(O)CCN(C(=O)c2ccc(C(C)(C)C)cc2)C1 (centres undefined),-10
COc1ccccc1/C=C1\CCCC2C1=Nc1nnnn1C2c1ccccc1OC (centres undefined),1
O=[N+]([O-])c1ccc(-n2cccc2)nc1,16
COc1ccccc1-c1noc(COC(=O)C2CCCCC2)n1,0
COCCn1c(=O)c2c(nc3n(C(C)C)c(C)cn23)n(C)c1=O,-14
Cc1ccccc1CN1CCN(c2ncc(C(=O)NCCC(F)(F)F)s2)C1=O,-6
Cc1cn2c3c(=O)n(CCN4CCCCC4)c(=O)n(C)c3nc2n1-c1ccc(F)cc1,-9
CCn1cc(-c2c(-c3ccccc3)ncn2CCN2CCCCC2CO)cn1 (centres undefined),-10
CCNC(=O)Cn1c(=O)c2c(ncn2C2CCCC2)n(Cc2ccccc2)c1=O,-13
CCN(CC)CCCN1C(=O)C2C3C=CC(C3)C2C1=O (centres undefined),-2
NS(=O)(=O)c1ccc(C2CNC(=O)C2)cc1 (centres undefined),-28
C=C(C)Cn1c(SCC(=O)N/N=C\c2ccc(C(C)C)cc2)nnc1-c1ccc(Br)cc1,-9
O=[N+]([O-])c1cccc(S(=O)(=O)NN=C2CCc3ccccc32)c1,-3
CCc1noc(-c2ccc(CCNC(=O)N3CCC3)cc2)n1,-9
CN(Cc1ccccc1)C1CCCN(Cc2cccc3nonc23)C1 (centres undefined),-11
Nc1ccc(OS(=O)(=O)c2ccc(Cl)c(N)c2)cc1,-16
c1ccc(CNc2nc3nonc3nc2N2CCN(Cc3ccc4c(c3)OCO4)CC2)cc1,-1
Cc1nc(C(F)(F)F)ccc1C(=O)N1CCN(c2nc3ccccc3nc2C)CC1,-5
CC1CCCN(CC(=O)Nc2sc3c(c2C(N)=O)CCC3)C1 (centres undefined),-2
CC(C)C(=O)Nc1ccc(Sc2nncs2)cc1,6
COc1ccc(NS(=O)(=O)c2ccc(F)cc2[N+](=O)[O-])c(OC)c1,-3
Cc1ncsc1CCNC(=O)CSCc1ccccc1Cl,-1

Reprinted at random: 7 compounds from above
molecule,mcGAS RapidFire
C=C(C)Cn1c(SCC(=O)N/N=C\c2ccc(C(C)C)cc2)nnc1-c1ccc(Br)cc1,-9
COCCn1c(=O)c2c(nc3n(C(C)C)c(C)cn23)n(C)c1=O,-14
Nc1ccc(OS(=O)(=O)c2ccc(Cl)c(N)c2)cc1,-16
Cc1ncsc1CCNC(=O)CSCc1ccccc1Cl,-1
COc1ccc(NS(=O)(=O)c2ccc(F)cc2[N+](=O)[O-])c(OC)c1,-3
NS(=O)(=O)c1ccc(C2CNC(=O)C2)cc1 (centres undefined),-28
O=[N+]([O-])c1cccc(S(=O)(=O)NN=C2CCc3ccccc32)c1,-3

More entries follow:
molecule,mcGAS RapidFire
CCCc1nc(CN2CCN(CC(O)c3ccccc3)C(C)C2)no1 (centres undefined),-9
CCOC(=O)C1(C)CCCN1C(=O)c1cccc2ccccc12 (centres undefined),5
Cc1nn(-c2ccccc2)c(Cl)c1CN1CCCC1c1ccc(O)cc1 (centres undefined),-2
NC(N)=NCCN1CCCCCCC1,-4&3
Cc1cc(C(=O)N2CCC2(C)C(=O)NS(=O)(=O)c2ccccc2Cl)nn1C (centres undefined),-5
Nc1nc(N2CCCCCC2)nc(N2CCN(Cc3ccccc3)CC2)c1[N+](=O)[O-],-4
COC(=O)c1csc(NC(=O)CCCc2ccccn2)c1,0
Cc1ccc(CN(C(=O)c2cnc3c(c2)c(=O)[nH]c(=O)n3C2CC2)C(C)C)o1,1
O=C(NC(C(=O)N/N=C\c1cccc(Cl)c1Cl)c1n[nH]c(=O)c2ccccc12)c1ccccc1 (centres undefined),-6
CNc1cc(-c2ccc(C(=O)OC)cc2)ncn1,0
CN(c1ccccc1)S(=O)(=O)c1ccc(Cl)cc1C(F)(F)F,-14
COC(=O)c1c(I)c(I)nn1C,-4
CCC(=O)N(CC1CC1)c1cc(Cl)ccc1C#N,-1
CNS(=O)(=O)CCCS(=O)(=O)C(C)c1ccc(F)cc1 (centres undefined),-9
Cc1cccc(S(=O)(=O)NC(=O)C2(C)CCN2C(=O)c2cccc3ccccc23)c1 (centres undefined),-13
Cc1nn(C)c(C)c1CCC(=O)NCc1ccc2c(c1)OCCCO2,-9
Cn1ccnc1CN1CCCC(CCNS(C)(=O)=O)C1 (centres undefined),-4
CC1CN(S(=O)(=O)C2CCCN(C(=O)OCc3ccccc3)C2)C(C)CO1 (centres undefined),-9
CCCCc1ncc(/C=C(\Cc2cccs2)C(=O)O)n1Cc1ccc(C(=O)O)cc1,9
N#Cc1c(-c2ccco2)c2c([nH]c1=S)CCC2,-4
COc1cc(NCCOc2ccc(C)cc2)cc(OC)c1OC,-3
C#CCNC(=O)N1CCCN(C(=O)c2ccccc2)CC1,-6
CC(=O)CC1(O)C(=O)N(CCOc2cccc3ccccc23)c2c(C)cccc21 (centres undefined),-2
O=C1C(C(=O)N(Cc2ccsc2)C2CC2)CCN1c1ccc(F)c(F)c1 (centres undefined),-2
CC1Sc2ccccc2N(Cc2ccc(OC(F)(F)F)cc2)C1=O (centres undefined),-12
CC(=O)OC[C@H]1O[C@@H]2[C@@H](Oc3nc(=O)ccn32)[C@@H]1OC(C)=O,-9
CCCNC(=O)Cn1nc(C)c([N+](=O)[O-])c1C,-8
CCOC(=O)C1CCCN(C(=O)N2CCN(c3ccccc3)CC2)C1 (centres undefined),-4
Fc1ccc(-c2nnc(-c3ccc4c(c3)OCO4)o2)cc1,-29
CCO/C(C)=N\Oc1cc(=O)oc2ccccc12,-7
Cc1nc(CN(C)C(=O)c2c(-c3ccccc3Cl)noc2C)no1,-1
CC(CNC(=O)c1cccs1)n1cncn1 (centres undefined),0
CCOC(=O)C1=C(C)NC(=S)NC1c1cccs1 (centres undefined),-14
CN(Cc1nccs1)C(=O)CCc1nnc(Cc2cccc(C(F)(F)F)c2)o1,0
C#CCN(Cc1nc(-c2ccccc2C)oc1C)C1CCCCC1,-2
CCS(=O)(=O)c1ccc2c(c1)N(Cc1cc(C(C)=O)ccc1OC)C(=O)C(C)O2 (centres undefined),3
Cc1oc(-c2ccc(Cl)cc2Cl)cc1C(=O)NC(C)C,-5
O=[N+]([O-])c1ccc(N2CCN(CCO)CC2)cc1SCCO,-10
O=S(=O)(c1ccc(Cl)cc1)N1CCCC(N2CCCC2)C1 (centres undefined),0
CCOC(=O)C1CCN(c2cc(=O)n(C3CCCCC3)c(=O)[nH]2)CC1,-7

Some of these compounds in order of their number in mcGAS RapidFire, descending.
mol	mcGAS RapidFire
Cc1nc(CN(C)C(=O)c2c(-c3ccccc3Cl)noc2C)no1	-1
COc1cc(NCCOc2ccc(C)cc2)cc(OC)c1OC	-3
CCO/C(C)=N\Oc1cc(=O)oc2ccccc12	-7
CCCNC(=O)Cn1nc(C)c([N+](=O)[O-])c1C	-8

(further entries)
molecule,mcGAS RapidFire
Cc1cc(C(=O)N2CCN(c3nc4c(F)cc(F)cc4s3)CC2)no1,-3
O=C(c1ccoc1)N1CCCC(CCc2ccc(F)c(F)c2)C1 (centres undefined),-14
COc1ccc(CN2CCN(c3ccc(Cl)cn3)CC2)c(OC)c1OC,-23
Cc1nn(-c2ccccc2)nc1C(=O)NCC1(N(C)C)CCCC(C)C1 (centres undefined),-13&-8
CCOC(=O)c1ccc(NC(=O)CSc2ccc3nc(-c4ccccc4)cn3n2)cc1,-7
COc1ccc(C2CCCN2C(=O)c2cc(C3CC3)[nH]n2)cc1 (centres undefined),-9
Cc1cccc(Cn2c(SCCN3CCOCC3)nc3c2c(=O)[nH]c(=O)n3C)c1,1
CCN(C)Cc1cccc(CNS(=O)(=O)c2c(Cl)cccc2Cl)c1,6
CCN(CC1CCN(c2ccccn2)CC1)C(=O)c1cc(Br)ccc1F,-18
Cc1sc(-n2c(C)c3c(C)nnc(C)c3c2C)nc1-c1ccccc1,0
O=C(CCC1CCCC1)Nc1n[nH]c(C(F)(F)F)n1,6
COc1ccc(Cl)cc1NS(=O)(=O)c1ccc(Cl)s1,7
Cc1sc2ncn(CC(=O)O)c(=O)c2c1C,-5
CCC(=O)C1=C(c2ccc(C)cc2)N(C(=O)CC)n2c(Cc3ccc(OC)cc3)nnc2S1,-6
S=c1sc2ccccc2n1CN1CCCCC1,-8
CS(=O)(=O)c1ccc(CN2CCN(Cc3ccccc3CO)CC2)cc1,-12
COCCNC(=O)C1(C)CCCN(Cc2ccc(-c3ccccn3)cc2)C1 (centres undefined),-4
CC1CCc2c(sc(NC(=O)CCl)c2C(N)=O)C1 (centres undefined),6
CN1[C@@H](CC(=O)c2ccccc2)CCC[C@H]1C[C@H](O)c1ccccc1,-6&0
CN1C(=O)CC(C(=O)Nc2ccc(F)cc2)SC1=Nc1ccc2c(c1)OCO2 (centres undefined),-3
O=C1NC2(CCCCC2)C(=O)N1CCS(=O)(=O)Oc1ccc(Br)cc1,-29
CC(O)c1nc2ccc(Oc3ccc4nc(C(C)O)[nH]c4c3)cc2[nH]1 (centres undefined),10
O=C(O)CN1C(=O)/C(=C\c2cc(Br)ccc2OCc2ccccc2Cl)SC1=S,-11
Nc1c(Cl)cc(NC(=O)C(c2ccccc2)n2cccn2)cc1Cl (centres undefined),-7
O=c1cc(CNC(c2ccccc2)c2ccccc2)nc2ccccn12,-5
CNC(=O)Cn1ccc2ccc(NC(=O)c3cccc(F)c3F)cc21,-1
CCOC(=O)C1(C)CCN1C(=O)c1cc(C)n(C(C)(C)C)n1 (centres undefined),-1
CC1CN(C(=O)OC(C)(C)C)CCN1C(=O)c1ccc(=O)[nH]c1 (centres undefined),-12
O=c1c2cc(F)ccc2oc2ccc(F)cc12,0
CN(C)C1CCCCC1=O (centres undefined),-7
CCCN(CC1CC1)c1oc(-c2ccc(F)cc2)nc1C#N,-2
CC1ON=C(c2ccccn2)N(CCc2c[nH]c3ccccc23)C1=O (centres undefined),26

Some of the compounds tested; the hit share may differ from the screen's.
